ERG Ets-DNA blk: blocks human ERG Ets domain binding to DNA; P11308; AID 624246; 370,000 compounds, 0.028% hits; fluorescence polarization, His-ERG Ets domain / labelled DNA; Potency, µM (top dose mostly 76.9 µM), without a hit: at the highest dose FP activity, negative = inhibition, most hits filed as inhibitors; active means well fitted inhibition curve with a large enough effect in the polarisation, with a control signal flat; inconclusive means small, poorly fitted or top-dose-only effect, or effect the other way, or a change in a side signal; inactive means no such curve, though single readings can be large or run the other way; the % refers to the polarisation;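 further: polarization taken with two DNA probes labelled with fluorescein and Texas red; % of control where 0% means no effect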
Target sequence (P11308 whole entry, looked up, the tested form may be a part): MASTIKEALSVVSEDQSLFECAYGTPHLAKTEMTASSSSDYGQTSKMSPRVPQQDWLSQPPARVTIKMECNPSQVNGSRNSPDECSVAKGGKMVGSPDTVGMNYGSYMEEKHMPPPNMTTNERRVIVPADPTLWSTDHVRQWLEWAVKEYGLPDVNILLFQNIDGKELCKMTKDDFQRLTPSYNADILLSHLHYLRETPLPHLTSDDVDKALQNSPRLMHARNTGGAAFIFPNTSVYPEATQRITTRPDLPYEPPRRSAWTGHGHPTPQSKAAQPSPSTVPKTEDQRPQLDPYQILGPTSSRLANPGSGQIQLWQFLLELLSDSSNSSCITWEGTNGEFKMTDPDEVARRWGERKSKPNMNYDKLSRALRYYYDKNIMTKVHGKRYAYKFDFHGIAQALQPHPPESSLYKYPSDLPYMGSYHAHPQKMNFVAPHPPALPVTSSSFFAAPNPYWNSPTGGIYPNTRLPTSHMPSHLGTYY
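His-tagged ERG Ets domain (1 uM in the protein solution; 300mM KCl, 50mM Tris-HCl, 1mM EDTA, 1mM DTT, pH 7.5) received compound, then a probe mix of 5 nM fluorescein-DNA and 100nM Texas-615-DNA. Fluorescence polarization was read for both dyes.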
Pin1 inh: human Pin1 inhibition | Q13526 | Pin1 FP peptide displacement, HiFluor488, 10 min | Potency, µM (titrated, usually from 115 µM), inactives show at the top dose activity, negative = inhibition, actives largely listed as inhibitors | 390,000 compounds, 0.009% hits | AID 504891; active means well fitted inhibition curve with a large enough effect in the polarisation, with a control signal flat, not every such curve was filed as active; inconclusive means small, poorly fitted or top-dose-only effect, or effect the other way, or a change in a side signal; inactive means no such curve, though single readings can be large or run the other way; the % refers to the polarisation; further: on the % scale 0 is the no-effect control and ±100 the full control effect
Target sequence (Q13526 whole entry, looked up): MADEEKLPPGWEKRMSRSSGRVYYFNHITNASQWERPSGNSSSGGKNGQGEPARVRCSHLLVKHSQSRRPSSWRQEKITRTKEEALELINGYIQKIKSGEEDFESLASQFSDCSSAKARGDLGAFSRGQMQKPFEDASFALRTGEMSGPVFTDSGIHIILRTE
JMJD2A Tudor: blocks the human JMJD2A Tudor domain; AlphaScreen JMJD2A-Tudor / H3K4me3 peptide binding; O75164; 390,000 compounds, 4.4% hits; Potency, µM (doses to about 114 µM), inactives show at the highest dose activity change, negative = inhibition, usual class: inhibitors; further: on the % scale 0 is the no-effect control and ±100 the full control effect; nearly all actives have a fitted effect of over 50% in size
GLS inh: inhibitors of human glutaminase (GLS); GLS enzymatic activity, qHTS titration; AID 624170; Potency, µM (doses to about 45.5 µM), for the others: top-dose activity change, negative = inhibition, usual class: inhibitors; 410,000 compounds, 0.21% hits; further: on the % scale 0 is the no-effect control and ±100 the full control effect
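Human kidney-isoform GLS in 45 mM KH2PO4 pH 8.2, 0.02% Tween-20, with compound, started with 1mM L-Glutamine (added stock). Glutamate oxidase/HRP/Amplex red coupled fluorescence read at start and after 30 min at RT.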
Tb PGK inh: T. brucei PGK inhibition. P07378. PGK/GAPDH coupled, Kinase-Glo luminescence, 60 min. Potency, µM (series often up to 57.5 µM), for inactives: top-dose activity change, negative = inhibition, usual class: inhibitors. 380,000 compounds, 0.043% hits. AID 602233; further: on the % scale 0 is the no-effect control and ±100 the full control effect; nearly all actives have a fitted effect of over 60% in size
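Recombinant glycosomal PGK reaction used 1,3-bisphosphoglycerate generated in-well by GAPDH (100nM final) in 100mM TEA pH 7.6, 5mM MgCl2, 0.01% Tween-20. After 60 minutes at room temperature, ATP was read by Kinase-Glo Plus luminescence end-point.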
ALOX12 inh: ALOX12 (human) lipoxygenase inhibition; P18054; purified 12hLO, xylenol orange hydroperoxide absorbance; Potency, µM (doses to about 108 µM), for the others: at the highest dose activity change, negative = inhibition, most hits filed as inhibitors; 580,000 compounds, 1.1% hits; AID 1671190; further: on the % scale 0 is the no-effect control and ±100 the full control effect
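Hydroperoxide product was detected by ferrous iron/xylenol orange as the 573 to 405 nm absorbance ratio. Arachidonic acid at 40 uM (final) was turned over for 30 min at room temperature by 150 nM human 12hLO, pH 7.0 Hepes buffer, after 15 min compound preincubation.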
HP1b binding inh: inhibitors of HP1-beta chromodomain binding to methylated histone tails; AlphaScreen HP1-beta / biotin-H3K9me3 peptide binding; P83916; Potency, µM (series often up to 114 µM), for the others: at the highest dose activity change, negative = inhibition, usual class: inhibitors; 390,000 compounds, 0.56% hits; AID 540317; further: nearly all actives have a fitted effect of over 70% in size; inactives centre near 23
Target sequence (P83916 whole entry, looked up): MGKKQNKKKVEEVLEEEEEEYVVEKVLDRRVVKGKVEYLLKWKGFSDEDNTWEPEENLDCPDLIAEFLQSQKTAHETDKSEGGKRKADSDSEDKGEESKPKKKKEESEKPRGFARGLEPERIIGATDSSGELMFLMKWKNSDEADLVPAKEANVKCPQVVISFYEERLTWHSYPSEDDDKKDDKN
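HP1-beta protein (50 nM final) preincubated 30 min at room temperature with biotinylated H3(1-18)K9me3 peptide (50 nM) in PBS pH 7.4, 0.01% Tween-20, then compound added for 30 min. AlphaScreen streptavidin donor/nickel chelate acceptor beads (10 ug/mL final), 30 min dark, luminescence read.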
RGS4 inhibitor: blocks human RGS4-accelerated GTP hydrolysis; Potency, µM (highest dose often 114 µM), without a hit: at the highest dose activity change, negative = inhibition, most hits filed as inhibitors; P49798; Transcreener GDP fluorescence polarization, RGS4-accelerated GTP hydrolysis; 390,000 compounds, 0.039% hits; further: on the % scale 0 is the no-effect control and ±100 the full control effect; nearly all actives have a fitted effect of over 75% in size; some results filed as inactive show a strong effect at the top dose
Target sequence (P49798 whole entry, looked up): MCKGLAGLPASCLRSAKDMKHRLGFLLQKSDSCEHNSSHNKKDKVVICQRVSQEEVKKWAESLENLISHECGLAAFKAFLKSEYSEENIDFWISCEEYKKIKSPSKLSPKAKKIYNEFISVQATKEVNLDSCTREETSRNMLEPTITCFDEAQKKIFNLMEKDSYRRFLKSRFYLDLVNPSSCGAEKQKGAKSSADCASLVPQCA
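MLSMR compounds (23 nl, pin-transferred) preincubated 10 min at room temperature with a 500nM (2x) first reagent, then RGS4 at 900nM (2x) plus Transcreener GDP mix added; fluorescence polarization (620/688 nm) read before and after 90 min at 30 °C.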
TrxR1 inh: rat TrxR1 inhibition; O89049; recombinant rTrxR1, NADPH fluorescence consumption, selenite substrate; Potency, µM (top dose mostly 114 µM), inactives show at the top dose activity change, negative = inhibition, hits mostly inhibitors; 390,000 compounds, 1% hits; further: on the % scale 0 is the no-effect control and ±100 the full control effect; nearly all actives have a fitted effect of over 65% in size
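Rat TrxR1 (90 nM in the dispensed reagent) was pre-reduced with 400 uM NADPH for 5 min at room temperature, then incubated with compound for 15 min. After 400 uM selenite was added, NADPH fluorescence (Ex 340/Em 450 nm) was followed for 8 min.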
An asterisk follows results filed as active; i = inactive; ? = inconclusive; . = not tested or not shown; & = joins results of further samples; [ ] = remark or other dose. Unless noted, the call rests on the fitted dose curve; in most records, active means well fitted curve in the direction sought with a large enough effect; inconclusive means small, poorly fitted or top-dose-only effect, or another doubt; inactive means no such curve, though single readings can be large; an effect the other way counts as inactive or inconclusive. Potency means the concentration at half of the fitted maximal effect. Only part of the results is shown (hit frequency here may not be typical).

SMILES	ERG Ets-DNA blk	Pin1 inh	JMJD2A Tudor	GLS inh	Tb PGK inh	ALOX12 inh	HP1b binding inh	RGS4 inhibitor	TrxR1 inh
CCC(=O)N1CCc2cc(Br)cc(S(=O)(=O)NCc3ccccc3)c21	-11%	-9%	-13%	1%	3%	-23%	21%	2%	-4%
CC(C)C(c1nnnn1Cc1ccc2c(c1)OCO2)N1CCN(C)CC1 (stereo not given)	-1%	2%	-12%	-2%	0%	50%[activator]	19%	-6%	9%
CCOC(=O)C(C)Sc1nnc(Cc2cc(=O)[nH]c(=O)[nH]2)n1-c1ccc(OCC)cc1 (stereo not given)	7%	-14%	-17%	0%	-6%	-14%	41%[activator]	4%	18%
COc1ccc(N2CC(NC(=O)C3CCCC3)CC2=O)cc1OC (stereo not given)	2%	-4%	-14%	1%	-1%	-14%	20%	17%	-19%[57.1 µM]
COc1ccc(C(=O)NCC(=O)N2CCCCC2)cc1OC	3%	-10%	-14%	3%	1%	12%	28%	12%	3%
COC(=O)CCCC(=O)N(C)CC1CCCN(CCc2ccccc2C)C1 (stereo not given)	5%	-5%	-16%	-3%	i	0%	31%	0%	25%
COc1ccc(OC)c(-n2c(-c3ccc(O)cc3O)n[nH]c2=S)c1	-4%	-4%	4µM*	-2%	-5%	?	10%	-28%	?
Cc1nc([N+](=O)[O-])c(C(=O)OCc2cccc(Br)c2)n1C	-1%	5%	-16%	0%	-1%	?	33%	34%	1%
CC#CCOC(=O)c1c(C)nc2sc3c(c2c1N)CCC(O)C3 (stereo not given)	-2%	-1%	-20%	-7%	-3%	-20%	25%	8%[56.9 µM]	17%[57.1 µM]
Cc1nnc(SCCN2CCOCC2)c2nn(-c3ccccc3F)c(C)c12	12%	?	-7%	-6%	-10%	7%	40%	-25%	-14%
Nn1c(SCC(=O)Nc2ccc3c(c2)OCO3)nnc1C1CCCCC1	-1%	0%	-16%	8%	8%	-21%	16%	13%	-12%
Brc1ccc(-c2ccc(/C=N/Nc3nncc(-c4ccccc4)n3)o2)cc1	1%	6%	-14%	-2%	-2%	0%	44%	-26%	-22%
COCCN(C(=O)CCC(=O)Nc1cc(C)on1)C(C(=O)NC(C)(C)C)c1ccccc1Cl (stereo not given)	-5%	4%	-2%	4%	7%	16%	19%	14%	5%
CSc1cccc(CN2CCN(Cc3ccc(F)c(F)c3)C(CCO)C2)c1 (stereo not given)	6%	0%	-12%	1%	-4%	-11%	52%[activator]	-26%	13%[11.4 µM]
COc1ccc(CP(=O)(c2ccccc2)c2ccccc2)cc1	6%	3%	-3%	130%[activator]	-2%	0%	26%	22%	12%[57.1 µM]
NS(=O)(=O)c1ccc(CNC(=S)NCc2ccc(F)cc2)cc1	-5%	1%	-13%	-2%	-9%	-10%	14%	16%	?
COc1cccc(CNCCSc2nnnn2C)c1OCc1ccc(Cl)cc1Cl	1%	1%	-5%	-3%	?	?	40%[activator]	1%	16%
CNC(=O)/C(C#N)=C/c1ccc(-c2nc3ccccc3s2)o1	-7%	?	-4%	2%	-11%	0%	18%	-10%	13%
NCCC(=O)N1c2ccccc2Sc2ccccc21	1%	3%	-25%	-10%	0%	-1%	20%	-21%	36%[activator]
C/C(=C\C(=O)c1cccnc1)Nc1ccc(O)cc1	8%	-3%	-32%	-3%	i	-16%	?	?	-20%

JMJD2A Tudor: hit marks shown above
SMILES	ERG Ets-DNA blk	Pin1 inh	JMJD2A Tudor	GLS inh	Tb PGK inh	ALOX12 inh	HP1b binding inh	RGS4 inhibitor	TrxR1 inh
COc1ccc(OC)c(-n2c(-c3ccc(O)cc3O)n[nH]c2=S)c1	-4%	-4%	4µM*	-2%	-5%	?	10%	-28%	?

The list continues.
SMILES	ERG Ets-DNA blk	Pin1 inh	JMJD2A Tudor	GLS inh	Tb PGK inh	ALOX12 inh	HP1b binding inh	RGS4 inhibitor	TrxR1 inh
Cc1cccc(Cn2nc(C(C)(C)C)cc2C(=O)N2CCOCC2)c1	-15%	5%	11%	-8%	-3%	0%	35%	-9%	-17%
COCCN1C(=O)C(=O)/C(=C(/O)c2ccc(OC(C)C)cc2)C1c1cccnc1 (stereo not given)	.	-2%	-27%	10%	.	?	13%	12%	?
COc1ccc(OC)c(/C=N\NC(=O)c2c(C)nc3cc(C)ccn23)c1	10%	-1%	-8%	1%	-8%	?	50%[activator]	-8%	10%[57.1 µM]
C=C(C)CSc1nc(N)c2c3c(sc2n1)CCC3	-17%	16%	-13%	0%	i	?	35%	-34%	-31%
O=[N+]([O-])c1ccc(Cl)cc1CNc1ccc(F)c(F)c1	4%	1%	-20%	8%	11%	-11%	3%	-9%	-2%
O=C(O)Cc1sc(-c2ccc(C(=O)O)cc2)nc1-c1ccccc1	1%	0%	-8%	-9%	i	-14%	43%[activator]	8%	-8%[57.1 µM]
CCOc1ccc(C2c3cc(OC)c(OC)cc3CC(=O)N2c2ccccc2)cc1 (stereo not given)	-6%	3%	-22%	7%	-8%	8%	-6%	13%	1%
O=C(OCc1cccc(C(F)(F)F)c1)c1cc([N+](=O)[O-])ccc1N1CCOCC1	5%	-3%	?	-14%	i	-11%	-4%	-17%	10%
Cc1cccc(N2CCN(C(=O)CCc3nc4ccccc4c(=O)[nH]3)CC2)c1C	-11%	3%	-6%	-2%	13%	-17%	21%[57 µM]	2%	4%[57.1 µM]
Fc1ccccc1N1CCN(CC2CCCCC2)CC1	1%	0%	20µM*	2%	-6%	?	?	19%	42%[11.4 µM]
CCc1cc(C(=O)N2CCN(c3ccccn3)CC2)sc1C	-5%	-8%	-7%	3%	0%	4%	46%	17%	3%
CCc1noc(C)c1C(=O)OCC(=O)NC(=O)c1ccccc1OC	22%	0%	-7%	9%	-9%	-2%	54%[activator]	17%	22%
CS(=O)(=O)c1ccc2nc(NC(=O)CCC(=O)c3cccs3)sc2c1	-9%	18%	-21%	-5%	-3%	-21%	19%	-29%	?
CN1CCN(C(=O)c2cc3c(s2)-c2ccccc2S(=O)(=O)C3)CC1	12%	-1%	-25%	-12%	i	?	16%	12%	1%
C=CCNc1nc(NCc2ccccc2)c(C#N)c2c1CN(C)CC2	-14%	?	?	-33%	0%	?	-19%	-52%	-12%
CCOC(=O)C1CCC(CN(Cc2ccc(Cl)cc2)S(=O)(=O)c2ccc(F)c(C(=O)Nc3cccc(F)c3)c2)CC1 (stereo not given)	-35%	20%	-18%	-4%	-7%	?	36%	-8%	26%[57.1 µM]
O=C(NCc1ccc(Cl)cc1)c1ccc2oc(=O)n(Cc3ccccc3)c2c1	0%	22%	-11%	5%	11%	-24%	43%[activator]	2%	2%[57.1 µM]
COc1ccccc1OCCn1ccnc1	2%	-6%	3.5µM*	5%	-5%	?	?	17%	10%[57.1 µM]
COc1ccc(S(=O)(=O)N2CCCCC2)cc1NC(=O)CN1C(=O)NC(C)(C2CC2)C1=O (stereo not given)	.	-6%	-11%	7%	-1%	419%[activator]	15%	-7%	2%
CCOC(=O)c1ccccc1NC(=O)COC(=O)C1CC(=O)N(c2ccc3c(c2)OCCO3)C1 (stereo not given)	4%	-5%	-30%	4%	-7%	6%	17%	9%	16%
O=C(O)C1CCC(C(=O)O)SS1 (stereo not given)	-2%	-8%	-17%	-1%	10%	-6%	6%	2%	22%
CCOc1ccc(Cl)cc1S(=O)(=O)N1CCC(C(=O)NC2CC2)CC1	-23%	3%	2%	0%	-2%	-7%	24%	-8%	26%[57.1 µM]
NC(=O)C1CCN(C(=O)CC2(CC(=O)O)CCCC2)CC1	-3%	-3%	-5%	0%	-7%	14%	11%	-4%	21%
CCOC(=O)c1ccc(NC(=O)Cn2c(C)nc3c(sc(=S)n3CC)c2=O)cc1	-3%	3%	-6%	-1%	i	-17%	55%[activator]	1%[56.9 µM]	15%
N#Cc1ccccc1CSc1nc(N)cc(N)n1	-2%	1%	-8%	3%	-3%	?	25%	1%	3%[57.1 µM]
O=C(CCCNS(=O)(=O)c1ccccc1)NCc1ccco1	-9%	-1%	2%	.	-8%	1%	29%	25%	2%
O=C(NCCCN1CCOCC1)c1ccc2c(c1)N(Cc1c(F)cccc1Cl)C(=O)CS2	-7%	-5%	-13%	1%	-2%	-10%	5%	12%	13%
CCN1C(=O)c2cccc3c(S(=O)(=O)Nc4ccncc4)ccc1c23	-4%	2%	-4%	1%	-4%	.	16%	14%	-17%
Cc1ccc(NC(=O)Cn2cccc2)cc1Cl	-7%	0%	-26%	10%	i	0%	-21%	1%	3%
Cc1cc(C)c2c(CN3CCOCC3)cc(=O)oc2c1	5%	0%	-12%	0%	-3%	-12%&112%	24%	-29%	10%
CC1CCCCC1NC(=O)C1CCN(S(=O)(=O)c2cccc3nonc23)CC1 (stereo not given)	7%	2%	-22%	-4%	-2%	-24%	-23%	3%	1%

Copied from the list.
GLS inh with O=C(O)C1CCC(C(=O)O)SS1 (stereo not given) → -1%
HP1b binding inh with Cc1ccc(NC(=O)Cn2cccc2)cc1Cl → -21%
Pin1 inh with N#Cc1ccccc1CSc1nc(N)cc(N)n1 → 1%
JMJD2A Tudor with O=C(NCCCN1CCOCC1)c1ccc2c(c1)N(Cc1c(F)cccc1Cl)C(=O)CS2 → -13%
ALOX12 inh with NC(=O)C1CCN(C(=O)CC2(CC(=O)O)CCCC2)CC1 → 14%

Screening results: PubChem BioAssay, National Center for Advancing Translational Sciences (NCATS)
